Assay outcomes deposited in PubChem BioAssay by National Center for Advancing Translational Sciences (NCATS).
GALK inhibitor: galactokinase (human) inhibition; Potency, µM (series often up to 57.5 µM), for inactives: top-dose activity change, negative = inhibition, usual class: inhibitors; Purified GALK, Kinase-Glo residual ATP luminescence; 0.007% of 270,000 active; P51570; note: potency is the fitted concentration of half-maximal effect
Target sequence (P51570 whole entry, looked up): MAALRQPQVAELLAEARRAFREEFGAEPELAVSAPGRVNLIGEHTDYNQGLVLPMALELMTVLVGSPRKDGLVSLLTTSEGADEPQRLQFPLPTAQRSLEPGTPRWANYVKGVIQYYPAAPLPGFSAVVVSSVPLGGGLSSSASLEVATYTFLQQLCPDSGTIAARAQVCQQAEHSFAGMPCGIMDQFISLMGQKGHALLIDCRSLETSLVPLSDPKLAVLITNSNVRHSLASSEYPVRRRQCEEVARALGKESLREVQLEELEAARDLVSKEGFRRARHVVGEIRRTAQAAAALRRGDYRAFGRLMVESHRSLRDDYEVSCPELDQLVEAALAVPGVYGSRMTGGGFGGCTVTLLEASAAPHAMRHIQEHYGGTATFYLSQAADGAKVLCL
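5 nM enzyme, 35 uM ATP, 100 uM galactose, 20 mM HEPES pH8.0, 5 mM MgCl2; 1 h RT; residual ATP by Kinase-Glo Plus luminescence, qHTS format.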
Eya2 inh: inhibitors of human Eya2 phosphatase activity. Potency, µM (series often up to 76.9 µM), inactives show top-dose activity, negative = inhibition, usual class: inhibitors. recombinant Eya2, OMFP fluorescence dephosphorylation (OMFP is methylfluorescein phosphate). 0.006% of 330,000 active; note: potency is the fitted concentration of half-maximal effect
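Eya2 (0.2 uM) preincubated 10 min at ambient with compound, then OMFP substrate added at 50 uM; 10 min reaction in 50 mM HEPES pH 7.5, 50 mM NaCl, 5 uM MgCl2, 0.05% BSA, 1 mM DTT. Fluorescence read at Ex 485/Em 525 nm.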
Chronic BCR inh: chronic active BCR signaling inhibition | Potency, µM (series often up to 46.1 µM), without a hit: at the top dose ratio change, negative = lower green/red ratio, usual class: inhibitors | 0.05% of 340,000 active | ABC-DLBCL IkBa-CBG/CBR reporter, luminescence ratio, 4 h; active = well fitted inhibition curve with a large enough effect in the signal ratio, with a control signal flat, not every such curve was filed as active; inconclusive = small, poorly fitted or top-dose-only effect, or effect the other way, or a change in a side signal; the % refers to the signal ratio;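 note: potency is the fitted concentration of half-maximal effect; plate controls were basal doxycycline-induced cells for no effect and cells given 10 µM MG132 for full effect; MG132 reads +100%, hits lower the ratio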
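Doxycycline induced both beetle luciferases in TMD8 lymphoma cells; IKK-driven degradation limits the IkappaBalpha-fused green signal, while red luminescence normalises for cell number and nonspecific effects. Compounds tested up to 46 uM, 4 hrs.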
hERG WT inh: inhibitors of human wildtype KCNH2 potassium channel; U2OS, BacMam KCNH2, thallium flux FluxOr; active compounds read low; activity change, % at 1.84 µM; 0.37% of 340,000 active;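 active = maximum activity change below -70%; inconclusive = maximum activity change between -70% and -50%; inactive = maximum activity change above -50%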
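U2OS cells were transduced with wild-type KCNH2 virus (2.03 x 10^8 / mL) for 4 h at room temperature, then cultured overnight at 37 C. Thallium flux was read with FluxOr dye. Rate constants were normalized to DMSO controls.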
PKM2 act: PKM2 (human) enzyme activation | P14618 | purified PKM2, Kinase-Glo ATP luminescence, activation; response scale: 0% is enzyme alone, no compound | Potency, µM (titrated, usually from 57.5 µM), for inactives: at the top dose activation, hits mostly activators | 0.34% of 260,000 active | AID 1631; note: potency is the fitted concentration of half-maximal effect; nearly all actives have a fitted effect of over 55% in size
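hPK-M2, >95% pure; 0.1 mM ADP / 0.5 mM PEP final; imidazole pH7.2 buffer w/ 7 mM MgCl2, 50 mM KCl; 1 h RT; Kinase-Glo lum. Intermediate enzyme activity for dual inhibitor/activator qHTS.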
Coupling enz: coupling enzyme interference in Giardia aldolase counter-screen; coupling enzyme system counterscreen, AmpLite Red fluorescence; activity change, negative = inhibition, % at 58.2 µM, hits read low; 0.67% of 290,000 active; in the data active = activity change below about -30%
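Counterscreen lacking aldolase: glyceraldehyde-3-phosphate coupling-enzyme reagent preincubated 10 min at RT with compound (at 57.5 uM final), then substrate/coupling system with AmpLite Red added; fluorescence read at 525/598 nm after 20 min RT.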
USP2a block: blocks human ubiquitin-specific protease USP2a; O75604; 0.01% of 330,000 active; USP2 core, Ub-CHOP2 coupled fluorogenic reporter, 485/531; Potency, µM (top dose mostly 38.3 µM), for inactives: at the top dose activity change, negative = inhibition, most hits filed as inhibitors;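 note: potency is the fitted concentration of half-maximal effect; plate controls were DMSO wells for no effect and full inhibition by NEM control for full effect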
Target sequence (O75604 whole entry, looked up): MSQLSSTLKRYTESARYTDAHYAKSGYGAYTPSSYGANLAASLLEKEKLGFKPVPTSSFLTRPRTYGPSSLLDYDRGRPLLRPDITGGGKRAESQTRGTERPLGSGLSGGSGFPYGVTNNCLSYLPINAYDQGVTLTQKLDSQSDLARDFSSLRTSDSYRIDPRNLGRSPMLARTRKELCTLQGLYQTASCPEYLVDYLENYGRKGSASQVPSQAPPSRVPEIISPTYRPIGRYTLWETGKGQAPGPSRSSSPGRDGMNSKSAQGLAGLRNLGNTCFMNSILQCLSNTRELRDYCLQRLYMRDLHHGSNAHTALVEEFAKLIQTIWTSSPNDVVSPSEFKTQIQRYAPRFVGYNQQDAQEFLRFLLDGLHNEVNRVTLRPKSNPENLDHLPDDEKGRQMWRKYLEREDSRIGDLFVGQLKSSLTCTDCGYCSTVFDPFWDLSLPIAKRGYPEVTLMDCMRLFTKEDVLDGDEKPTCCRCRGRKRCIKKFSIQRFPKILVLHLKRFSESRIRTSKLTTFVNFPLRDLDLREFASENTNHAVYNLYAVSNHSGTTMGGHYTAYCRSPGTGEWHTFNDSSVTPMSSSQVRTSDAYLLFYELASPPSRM
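Deubiquitinase activity read as fluorescence (485/531 nm) after Ub-CHOP2 cleavage activates the enterokinase reporter on its substrate; USP2 core 10nM, Ub-CHOP2 and substrate 25nM each, 30min compound preincubation then 60min RT; data normalized to NEM, curves fitted.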
uPA surface inh: cell surface uPA generation inhibition; cell surface uPA generation assay, qHTS; Potency, µM (highest dose often 38.3 µM), for inactives: top-dose activity change, negative = inhibition, usual class: inhibitors; 0.31% of 330,000 active; AID 540303; active = well fitted inhibition curve with a large enough effect; inconclusive = small, poorly fitted or top-dose-only effect; inactive = no such curve, though single readings can be large or run the other way; tested in mouse RAW 264.7 cells; note: potency is the fitted concentration of half-maximal effect; nearly all actives have a fitted effect of over 55% in size
KCNH2 3.1 inh: KCNH2 3.1 (human) potassium channel inhibition; U2OS KCNH2 3.1, thallium flux FluxOr; active compounds read low; activity change, % (tested at about 1.8 µM); 0.95% of 340,000 active;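 active = maximum activity change below -70%; inconclusive = maximum activity change from -70% to -50%; inactive = maximum activity change above -50%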;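 note: thallium influx rate constant from kinetic fluorescence after stimulation buffer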
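Normalized rate constant (relative to positive and negative DMSO controls) derived from a 2 min kinetic fluorescence read after stimulation; U2OS cells expressing the 3.1 isoform via virus at 1.77 x 10^8 /mL.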
Giardia kill: kills Giardia lamblia; Giardia lamblia trophozoite viability; activity change, % at 7.66 µM, hits read low; 0.15% of 340,000 active; AID 540267; in the data active = activity change below about -80%; inconclusive = between about -30% and that limit;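 note: parasites exposed to compound for two days anaerobically before the ATP read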
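Anaerobic 48 hrs incubation at 37 deg C of 100 trophozoites/well with test compounds; ATPLite 1-Step luminescence, 15-30 min RT, reports cellular ATP as viability.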
B2AR arrestin: recruits beta-arrestin to the human beta2-adrenergic receptor; 0.02% of 330,000 active; Potency, µM (series often up to 46.1 µM), without a hit: at the highest dose activation, most hits filed as activators; beta-arrestin recruitment to beta2AR, cell-based reporter; AID 492947; P07550;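 note: potency is the fitted concentration of half-maximal effect; 0% = DMSO controls and full agonism = EC100 isoproterenol or metaproterenol; nearly all actives have a fitted effect of over 65% in size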
* = called active by the depositor; ? = inconclusive; . = not tested or not shown. Unless noted, calls come from the whole dose curve; as a rule, active = well fitted curve in the direction sought with a large enough effect; inconclusive = small, poorly fitted or top-dose-only effect, or another doubt; inactive = no such curve, though single readings can be large; an effect the other way counts as inactive or inconclusive. Unless noted, % is set by controls: 0 for no effect and ±100 for the full control effect.

SMILES	GALK inhibitor	Eya2 inh	Chronic BCR inh	hERG WT inh	PKM2 act	Coupling enz	USP2a block	uPA surface inh	KCNH2 3.1 inh	Giardia kill	B2AR arrestin
COc1ccc(NC(=O)Cn2nc(C(=O)O)c3ccccc3c2=O)cc1S(=O)(=O)N1CCCCC1	.	2.1%	-1.7%	13.3	.	.	2.0%	-2.0%	14.1	7.7	-0.6%
COc1ccc(Cl)cc1NC(=O)CSc1cccc[n+]1[O-]	.	1.6%	0.5%	7.8	.	.	1.4%	?	-14.1	20.3	-0.8%
CCC(C)(C)NC(=O)c1cc(C(=O)OC)cc([N+](=O)[O-])c1	-0.5%	-10.3%	?	-6.8	3.8%	-4.4	-2.7%	2.0%	7.6	1.1	-0.2%
COCCn1c(SCC(=O)N2CCCCC2)nc2c(c1=O)SCC2	1.3%	-0.2%	6.7%	-3.5	.	.	3.9%	12.3%	5.8	-3.1	-1.1%
CC(=O)Nc1c(F)cc(Br)cc1F	0.3%	12.8%	-12.6%	1.6	3.2%	3.5	3.4%	-1.8%	-94.8*	9.3	4.5%
Cc1ccc(N(C)C(=O)c2ccc3c(Cl)c4c(nc3c2)CCC4)cc1C	.	-3.1%	4.1%	-8.9	-0.7%	2.6	1.0%	-22.1%	-44.8	16.8	-0.2%
COCCN(C(=O)CC1CCCC1)c1c(N)n(CC(C)C)c(=O)[nH]c1=O	.	-5.0%	0.7%	3.5	.	.	-0.6%	4.1%	8.6	-3.5	-0.3%
COC(=O)c1cccc(NC(=S)NCc2ccco2)c1	3.5%	?	-2.1%	4.7	-8.3%	0.9	0.4%	-1.6%	-7.5	-10.4	0.1%
O=C(NNS(=O)(=O)c1ccccc1)c1cccc(F)c1	4.7%	-20.2%	0.8%	-2.5	2.6%	4.8	2.2%	11.3%	-0.6	-12.0	-0.2%
CCN(CC)C(=O)CSc1nc2c(sc(=S)n2Cc2ccco2)c(=O)n1-c1ccccc1	-2.3%	-4.2%	?	4.4	9.9%	0.9	3.7%	9.7%	2.2	1.8	-0.7%
CCc1cc2c(SCC(=O)c3ccccc3)ncnc2s1	1.1%	-3.0%	-8.8%	-14.4	8.3%	-1.7	-1.7%	-3.6%	-9.1	-12.2	-0.4%
CC(NC(=O)NC1CCCCC1)C(c1cccs1)N1CCN(C)CC1 (stereo not given)	2.4%	0.2%	6.3%	17.1	-0.5%	0.8	3.4%	-3.4%	4.9	18.4	-0.1%
COc1cc(C(=O)Nc2ccc3c(c2)Cc2ccccc2-3)cc(OC)c1OC	0.2%	2.6%	-2.2%	-24.7	10.0%	0.0	4.2%	?	-91.3*	0.6	0.3%
CC(=O)N1c2ccc(S(=O)(=O)NCc3ccco3)cc2CC1C (stereo not given)	1.5%	3.2%	-0.9%	13.1	.	.	-1.3%	-10.2%	-18.6	0.1	0.0%
Cc1c(C(=O)NCc2ccccc2)oc2ccc(S(=O)(=O)N3CCCC3)cc12	1.3%	-15.9%	?	-8.4	3.3%	-0.3	-1.7%	-6.8%	-18.7	?	-0.7%
Nc1c(S(=O)(=O)c2ccccc2)cnc2c(-c3ccc(F)cc3)cnn12	-4.3%	6.8%	-0.7%	-15.8	1.8%	-2.0	3.4%	.	-23.7	27.7	0.2%
COc1ccc(CC(=O)N(C)Cc2ccc(C(C)(C)C)cc2)cc1S(=O)(=O)N1CCOCC1	-8.6%	2.2%	9.5%	-0.9	4.5%	.	4.6%	-8.0%	-3.3	7.0	-0.3%
O=C(NCC(F)(F)F)Nc1ncccn1	2.0%	-2.8%	0.9%	-1.6	0.4%	0.7	-1.4%	-1.2%	26.1	4.7	-0.6%
OCCC1CN(Cc2ccsc2)CCN1C1CCCC1 (stereo not given)	2.3%	-6.9%	-2.8%	7.9	-0.5%	0.5	2.2%	-3.8%	14.5	17.7	0.4%
CC(=O)Nc1nnc(CCN2CCCCC2)s1	-0.5%	-13.3%	0.2%	-2.2	2.4%	1.5	-3.1%	5.6%	6.0	-5.8	-1.0%

Gathered by group: the entries above containing two or more sulfur atoms (3)
SMILES	GALK inhibitor	Eya2 inh	Chronic BCR inh	hERG WT inh	PKM2 act	Coupling enz	USP2a block	uPA surface inh	KCNH2 3.1 inh	Giardia kill	B2AR arrestin
COCCn1c(SCC(=O)N2CCCCC2)nc2c(c1=O)SCC2	1.3%	-0.2%	6.7%	-3.5	.	.	3.9%	12.3%	5.8	-3.1	-1.1%
CCN(CC)C(=O)CSc1nc2c(sc(=S)n2Cc2ccco2)c(=O)n1-c1ccccc1	-2.3%	-4.2%	?	4.4	9.9%	0.9	3.7%	9.7%	2.2	1.8	-0.7%
CCc1cc2c(SCC(=O)c3ccccc3)ncnc2s1	1.1%	-3.0%	-8.8%	-14.4	8.3%	-1.7	-1.7%	-3.6%	-9.1	-12.2	-0.4%

Returning to the listing, repeating the 2 entries before the break.
SMILES	GALK inhibitor	Eya2 inh	Chronic BCR inh	hERG WT inh	PKM2 act	Coupling enz	USP2a block	uPA surface inh	KCNH2 3.1 inh	Giardia kill	B2AR arrestin
OCCC1CN(Cc2ccsc2)CCN1C1CCCC1 (stereo not given)	2.3%	-6.9%	-2.8%	7.9	-0.5%	0.5	2.2%	-3.8%	14.5	17.7	0.4%
CC(=O)Nc1nnc(CCN2CCCCC2)s1	-0.5%	-13.3%	0.2%	-2.2	2.4%	1.5	-3.1%	5.6%	6.0	-5.8	-1.0%
S=c1[nH]nc(CCc2ccc(Cl)cc2)o1	1.2%	3.2%	-1.0%	0.9	-7.0%	7.1	-6.6%	-11.0%	.	-1.6	0.1%
c1ccc2[nH]c(CSc3ncnc4c3oc3ccccc34)nc2c1	-3.9%	-6.3%	?	-5.8	12.9%	4.4	0.4%	.	-30.4	-17.4	-0.7%
O=C(COc1ccc2ccccc2c1)Nc1cccc2cccnc12	1.0%	1.5%	8.1%	-9.8	-1.7%	-6.5	1.4%	1.4%	-10.8	5.7	0.1%
COCCN1CCN(Cc2nc(Cc3ccc(OC)c(OC)c3)no2)CC1	6.6%	-0.4%	15.1%	-5.7	-2.3%	1.0	1.5%	-2.9%	-0.2	-15.9	-0.5%
Cn1nc(C(F)(F)F)c2cc(NC(=O)OCC(C)(C)C)sc21	4.2%	9.7%	?	-11.6	5.3%	0.4	-0.4%	3.9%	-11.8	-8.3	-1.1%
C/C(=N\NC(N)=S)c1ccc(Cl)s1	0.6%	-10.9%	?	6.6	2.1%	-1.8	1.8%	0.2%	-0.6	1.8	-0.6%
CC(Sc1nnc(-c2ccccc2F)n1C1CC1)C(N)=O (stereo not given)	-2.0%	6.5%	?	3.5	-0.6%	-1.0	-0.9%	0.0%	-24.7	-0.7	-0.1%
COC(=O)c1ccc(COC(=O)CNC(=O)C2CCCCC2)cc1	.	6.9%	6.7%	-12.8	.	.	1.4%	-1.9%	8.8	5.1	?
Cn1nnnc1SCC(=O)NC(C)(C)C	1.8%	-3.2%	-0.9%	3.7	2.6%	2.8	2.3%	2.8%	-20.5	-17.1	-0.7%
O=C(c1nn(-c2ccccc2)c(=O)c2ccccc12)N1CCN(c2ncccn2)CC1	-0.7%	-2.1%	-2.3%	2.8	0.2%	-1.4	-0.3%	-0.8%	3.9	-6.2	-0.2%
Cc1ccccc1Nc1c(F)c(F)c(F)c(F)c1C(=O)O	-2.0%	-6.0%	17.8%	-6.3	-3.0%	0.5	0.7%	2.6%	9.6	15.2	-0.1%
COc1ccc(/C(C)=N/Nc2nc(C)c(C(C)=O)s2)cc1	2.0%	-7.8%	-1.9%	0.4	6.7%	0.2	-0.5%	-19.0%	-12.9	-10.2	-0.6%
O=C(COc1cccc2cccnc12)N1CCc2ccccc21	3.6%	-4.9%	?	1.7	2.0%	-8.0	0.5%	0.0%	-5.2	-8.4	0.5%
CCC(=O)NC1=C(Nc2ccc(N)cc2)C(=O)c2ccccc2C1=O	.	-12.1%	3.6%	16.0	.	-28.3	0.9%	-16.3%	10.6	-16.5	0.4%
Cc1ccc(CSCC(=O)N(C)CC(=O)Nc2ccccc2Cl)cc1	.	4.5%	-0.3%	2.7	.	.	2.4%	-0.8%	2.4	19.5	0.0%
Nc1ccc(NC(=O)c2ccco2)c(Cl)c1	0.2%	-0.2%	-1.3%	-17.8	2.2%	-0.4	2.0%	1.1%	.	6.3	0.2%

Rows are unselected (roughly 2.4% active in at least one column).
